Source: PubChem (National Center for Advancing Translational Sciences (NCATS))
Abeta rescue – restores growth of yeast expressing A-beta42 peptide; yeast expressing A-beta42, growth rescue, OD600, 48 h; response scale: 0% DMSO, 100% iron-clioquinol control; Potency, µM (highest dose often 46.1 µM), without a hit: at the top dose growth rescue, actives largely listed as activators; 0.063% of 410,000 active; AID 1347071; also: potency is read from the fitted curve at half-maximal effect; nearly all actives have a fitted effect of over 55% in size
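Yeast A-beta toxicity model in growth medium with pinned compounds, 48 h at 30 C; growth read as absorbance at 600 nm. Normalized to FeCl3/clioquinol equimolar mix (positive) and DMSO (negative).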
EPAC1 antagonist – antagonists of human EPAC1 | O95398 | EPAC1 GEF assay, Rap1b-BODIPY-GDP exchange fluorescence | Potency, µM (doses to about 115 µM), for inactives: at the highest dose activity change, negative = inhibition, most hits filed as inhibitors | 0.14% of 360,000 active;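 also: potency is read from the fitted curve at half-maximal effect; plate controls were vehicle for no effect and positive control for full effect; nearly all actives have a fitted effect of over 50% in size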
IL-2 act – activates IL-2 in a cell-based reporter assay | IL-2 activation reporter assay, cell-based qHTS; stimulated with anti-CD3/CD4/CD28 beads; in transgenic mouse T cells | activation, % (series mostly up to about 46 µM) | 0.065% of 360,000 active | AID 652025; in the data active = activation above about 50%; inconclusive = mostly about 30% to 49%; also: 0% is about no effect
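Unstimulated transgenic mouse T cells, 750 per well, received compound and, after 60 minutes, anti-CD3/anti-CD4 bead plus anti-CD28 stimulation. EGFP and DsRed were quantified after 18 hours.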
PI5P4K alpha inh – inhibitors of human PI5P4K alpha. max response, %. PI5P4Kalpha enzyme, ADP-Glo luminescence, 60 min; active compounds read low. 1.2% of 330,000 active. P48426; active = max response of -50% or lower; inconclusive = between -30% and -50%; inactive = -30% or higher; also: value at the top dose of about 77 µM; % is scaled to controls: 0 for no effect and ±100 for the full control effect
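ADP-Glo luminescence end-point read after a 60 min room-temperature kinase reaction of PI5P4Kalpha plus substrate, initiated with ATP at 5 microM final. Buffer: 0.038 M HEPES pH 7.4, EGTA, 0.1% CHAPS, 5% DMSO.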
FUS yeast rescue – rescues growth of FUS-expressing yeast | AID 1347120 | Potency, µM (titrated, usually from 76.6 µM), inactives show at the top dose growth rescue (activation), most hits filed as activators | 0.24% of 390,000 active | S. cerevisiae FUS-expressing, growth rescue, OD600, 24 h;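 also: potency is read from the fitted curve at half-maximal effect; plate controls were DMSO vehicle for no effect and reference control for full effect; nearly all actives have a fitted effect of over 55% in size; some results filed as inactive show a strong effect at the top dose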
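Galactose (2%) drives FUS expression in yeast precultured in raffinose; seeding density OD 0.005. Test compounds incubated 24hr at 30C and 99% humidity before absorbance at 600 nm was measured.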
EPAC1 agonist – agonists of human EPAC1. Potency, µM (series often up to 154 µM), inactives show at the top dose activation, usual class: activators. 0.073% of 360,000 active. AID 720707. O95398. EPAC1 agonist qHTS, biochemical assay; response scale: 100% = response to 6.5 mM cAMP; also: potency is read from the fitted curve at half-maximal effect; nearly all actives have a fitted effect of over 60% in size
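Compounds were pinned as a concentration titration into mixtures of EPAC1 (100 nM), BODIPY-GDP-loaded Rap1B (250 nM) and GDP (50 uM). After 5 min at room temperature, fluorescence was followed for 30 min; activity was scaled to 6.5 mM cAMP.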
PLK1 PBD inh – inhibitors of human PLK1 polo-box domain binding; AID 720504; Potency, µM, inactives show max response, negative = inhibition, most hits filed as inhibitors; Plk1 PBD binding of FITC phosphopeptide, fluorescence polarization; 2.8% of 360,000 active; also: potency is read from the fitted curve at half-maximal effect; series mostly up to about 57 µM; % is scaled to controls: 0 for no effect and ±100 for the full control effect; nearly all actives have a fitted effect of over 65% in size
WRN inhibitor – blocks human WRN helicase. WRN helicase unwinding, fluorescent forked duplex, kinetic. Potency, µM (doses to about 114 µM), for the others: at the highest dose activity change, negative = inhibition, usual class: inhibitors. 0.46% of 360,000 active. AID 651768; also: potency is read from the fitted curve at half-maximal effect; % is scaled to controls: 0 for no effect and ±100 for the full control effect; nearly all actives have a fitted effect of over 55% in size
Target sequence (Q14191 whole entry, looked up): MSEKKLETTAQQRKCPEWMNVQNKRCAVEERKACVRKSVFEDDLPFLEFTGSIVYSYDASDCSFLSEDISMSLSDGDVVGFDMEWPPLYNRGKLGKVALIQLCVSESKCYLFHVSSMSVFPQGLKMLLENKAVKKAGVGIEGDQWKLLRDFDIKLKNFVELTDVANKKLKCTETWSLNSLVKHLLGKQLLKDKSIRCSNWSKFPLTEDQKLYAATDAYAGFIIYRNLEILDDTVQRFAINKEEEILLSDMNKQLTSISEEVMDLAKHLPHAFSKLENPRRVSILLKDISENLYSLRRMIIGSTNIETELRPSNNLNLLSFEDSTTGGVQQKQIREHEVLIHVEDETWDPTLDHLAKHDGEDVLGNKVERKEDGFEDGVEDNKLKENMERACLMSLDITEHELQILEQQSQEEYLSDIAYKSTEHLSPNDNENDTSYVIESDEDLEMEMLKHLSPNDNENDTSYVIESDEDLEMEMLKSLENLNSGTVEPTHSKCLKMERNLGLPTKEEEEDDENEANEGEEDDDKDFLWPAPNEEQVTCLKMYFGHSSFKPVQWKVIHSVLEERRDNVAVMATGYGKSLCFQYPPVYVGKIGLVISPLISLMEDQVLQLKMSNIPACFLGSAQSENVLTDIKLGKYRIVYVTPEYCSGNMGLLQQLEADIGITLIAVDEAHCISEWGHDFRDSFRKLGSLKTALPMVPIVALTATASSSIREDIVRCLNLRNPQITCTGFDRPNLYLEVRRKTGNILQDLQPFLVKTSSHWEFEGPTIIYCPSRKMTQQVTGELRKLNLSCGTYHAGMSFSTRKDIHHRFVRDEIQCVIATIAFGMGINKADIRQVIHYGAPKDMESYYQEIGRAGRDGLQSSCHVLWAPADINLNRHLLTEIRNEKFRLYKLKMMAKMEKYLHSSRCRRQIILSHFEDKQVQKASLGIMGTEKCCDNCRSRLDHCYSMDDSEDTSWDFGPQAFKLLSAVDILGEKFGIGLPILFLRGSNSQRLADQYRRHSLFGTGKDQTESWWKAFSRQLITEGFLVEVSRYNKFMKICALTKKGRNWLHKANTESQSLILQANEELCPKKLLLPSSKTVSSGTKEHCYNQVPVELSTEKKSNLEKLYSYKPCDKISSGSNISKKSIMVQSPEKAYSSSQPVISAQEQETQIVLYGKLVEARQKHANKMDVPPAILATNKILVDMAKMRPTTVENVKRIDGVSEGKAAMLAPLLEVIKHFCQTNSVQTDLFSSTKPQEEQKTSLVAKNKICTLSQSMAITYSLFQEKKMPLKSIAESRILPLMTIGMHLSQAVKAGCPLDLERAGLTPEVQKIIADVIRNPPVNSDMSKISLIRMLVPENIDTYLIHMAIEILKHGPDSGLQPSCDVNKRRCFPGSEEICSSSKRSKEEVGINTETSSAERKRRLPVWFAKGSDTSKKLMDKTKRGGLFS
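WRN at 20 nM final preincubated with compound 15 min at room temperature; reaction started with 100 nM fluorophore/quencher forked duplex oligonucleotide and 2 mM ATP final. Unwinding followed kinetically by red fluorescence (ex 525, em 598 nm).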
An asterisk follows results filed as active; [ ] = another dose, or the depositor's remark. Unless noted, calls follow the shape of the dose curve; as a rule, active = well fitted curve in the direction sought with a large enough effect; inconclusive = small, poorly fitted or top-dose-only effect, or another doubt; inactive = no such curve, though single readings can be large; an effect the other way counts as inactive or inconclusive.

How did COc1ccc(Cc2nc3ccc(C(=O)NCCn4cccn4)cc3o2)cc1 do in these assays?
Abeta rescue: 1%; EPAC1 antagonist: -16%; IL-2 act: -2.9; PI5P4K alpha inh: 0; EPAC1 agonist: 3%; PLK1 PBD inh: -1%; WRN inhibitor: -14%

Results for CC(NC(=O)Nc1ccc(O)cc1)(C(F)(F)F)C(F)(F)F ?
Abeta rescue: 6%; EPAC1 antagonist: 79µM*; IL-2 act: -0.8; PI5P4K alpha inh: 18; FUS yeast rescue: 5%; EPAC1 agonist: -2%; PLK1 PBD inh: -4%; WRN inhibitor: -2%[57.1 µM]

Results for CCOc1ccccc1CN1CCNC(=O)C1CC(=O)NCc1ccccn1 (stereo unspecified) ?
Abeta rescue: -4%; EPAC1 antagonist: -22%; IL-2 act: -2.0; PI5P4K alpha inh: -12; FUS yeast rescue: 3%; EPAC1 agonist: -2%; PLK1 PBD inh: -16%; WRN inhibitor: -2%

What do the screens show for `CSCCC(=O)Nc1ccc(C(C)=O)cc1`?
Abeta rescue: 22%; EPAC1 antagonist: 4%; IL-2 act: -0.6; FUS yeast rescue: -4%; EPAC1 agonist: 10%; PLK1 PBD inh: -10%; WRN inhibitor: -8%[57.1 µM]

Results for O=C(OCC(=O)c1c[nH]c2ccccc12)C1=COCCO1 ?
Abeta rescue: 12%; EPAC1 antagonist: 10%; IL-2 act: -1.4; FUS yeast rescue: 43%; EPAC1 agonist: -2%; PLK1 PBD inh: -5%; WRN inhibitor: 5%

How did C/C(=N\NC(=O)CN(c1ccc(C)cc1)S(C)(=O)=O)c1cccs1 do in these assays?
Abeta rescue: -1%; EPAC1 antagonist: -22%; IL-2 act: -0.2; PI5P4K alpha inh: 10; FUS yeast rescue: 11%; EPAC1 agonist: -1%; PLK1 PBD inh: -15%; WRN inhibitor: -5%

Results for Cn1c2c(c(=O)n(C)c1=O)C(c1ccc(Cl)cc1)C(C#N)=C(N)O2 (stereo unspecified) ?
Abeta rescue: 20%; EPAC1 antagonist: -7%; IL-2 act: 0.1; PI5P4K alpha inh: -3; EPAC1 agonist: 6%; PLK1 PBD inh: inconclusive; WRN inhibitor: -15%

What do the screens show for `Cc1cc2c(=O)n(C)c(SCC(=O)Nc3cccc(O)c3)nc2s1`?
Abeta rescue: 2%; EPAC1 antagonist: -5%; IL-2 act: 0.3; PI5P4K alpha inh: -8; FUS yeast rescue: inconclusive; EPAC1 agonist: 4%; PLK1 PBD inh: inconclusive; WRN inhibitor: -9%

What do the screens show for `COc1cc(/C=C/C2=NC(=O)C(C)(C)O2)ccc1O`?
Abeta rescue: 8%; EPAC1 antagonist: 0%; IL-2 act: 1.6; FUS yeast rescue: -8%; EPAC1 agonist: 3%; PLK1 PBD inh: -3%; WRN inhibitor: 0%

How did c1ccc(-n2nnnc2NC2CCCCCC2)cc1 do in these assays?
Abeta rescue: 11%; EPAC1 antagonist: 11%; IL-2 act: -3.2; FUS yeast rescue: -7%; EPAC1 agonist: 0%; PLK1 PBD inh: -1%; WRN inhibitor: 4%

What do the screens show for `Cc1cccn2c(=O)c3cc(C(=O)NCC4CCCO4)c(=N)n(CCN4CCOCC4)c3nc12` (stereo unspecified)?
Abeta rescue: 16%; EPAC1 antagonist: -6%; IL-2 act: -0.1; PI5P4K alpha inh: 5; FUS yeast rescue: -15%; EPAC1 agonist: 4%; PLK1 PBD inh: -1%; WRN inhibitor: -7%

How did NC(=O)C1CCN(C(=O)CSc2nc3ccccc3o2)CC1 do in these assays?
Abeta rescue: -9%; EPAC1 antagonist: -2%; IL-2 act: -0.5; PI5P4K alpha inh: 2; FUS yeast rescue: 12%; EPAC1 agonist: -5%; PLK1 PBD inh: 2%; WRN inhibitor: 2%

Results for Nc1nc2ccccc2cc1C(=O)NCc1ccc(Cl)cc1Cl ?
Abeta rescue: -34%; EPAC1 antagonist: -20%; IL-2 act: 2.1; PI5P4K alpha inh: -7; FUS yeast rescue: -11%; EPAC1 agonist: 6%; PLK1 PBD inh: -5%; WRN inhibitor: -3%

What do the screens show for `NC(=O)c1nsc(C(=O)N(Cc2cccnc2)C(C(=O)NCc2ccc(F)cc2)c2ccc(F)cc2)c1N` (stereo unspecified)?
Abeta rescue: 0%; EPAC1 antagonist: -7%; IL-2 act: -0.6; PI5P4K alpha inh: -1; FUS yeast rescue: 3%; EPAC1 agonist: 0%; PLK1 PBD inh: 3%; WRN inhibitor: -8%

What do the screens show for `CC(C)(C)c1ccc(-c2nnc3sc(-c4ccncc4)nn23)cc1`?
Abeta rescue: 11%; EPAC1 antagonist: 0%; IL-2 act: -0.5; FUS yeast rescue: 26%; EPAC1 agonist: -12%; PLK1 PBD inh: inconclusive; WRN inhibitor: -7%

What do the screens show for `CCN1C(=O)c2cccc3c(S(=O)(=O)Nc4ccccc4O)ccc1c23`?
Abeta rescue: -1%; EPAC1 antagonist: -22%; IL-2 act: -0.6; PI5P4K alpha inh: -20; FUS yeast rescue: 13%; EPAC1 agonist: 12%; PLK1 PBD inh: 0%; WRN inhibitor: -6%

How did CC(C)(C)C1CCC(OC(=O)CN2CCOCC2)CC1 (stereo unspecified) do in these assays?
Abeta rescue: -12%; EPAC1 antagonist: 32%[activator]; IL-2 act: -2.5; PI5P4K alpha inh: -1; FUS yeast rescue: -1%; EPAC1 agonist: -3%; PLK1 PBD inh: -2%; WRN inhibitor: 0%

Results for Cc1ccc(C(=O)N2CCCC2)cc1S(=O)(=O)N1CCOCC1 ?
Abeta rescue: -1%; EPAC1 antagonist: 0%; IL-2 act: -1.2; PI5P4K alpha inh: 0; EPAC1 agonist: -1%; PLK1 PBD inh: -4%; WRN inhibitor: -15%

What do the screens show for `Cc1ccc(S(=O)(=O)Nc2ccc3c4c(cccc24)CC3)c(C)c1`?
Abeta rescue: -2%; EPAC1 antagonist: inconclusive; IL-2 act: -1.3; PI5P4K alpha inh: 12; FUS yeast rescue: -6%; EPAC1 agonist: 23%; PLK1 PBD inh: -6%; WRN inhibitor: -12%

Results for O=C(CCNS(=O)(=O)c1ccc(Cl)cc1)N1CCN(Cc2ccccc2)CC1 ?
Abeta rescue: 9%; EPAC1 antagonist: 12%; IL-2 act: 0.1; PI5P4K alpha inh: -3; FUS yeast rescue: 13%; EPAC1 agonist: -4%; PLK1 PBD inh: 7%; WRN inhibitor: -21%[57.1 µM]

What do the screens show for `Cc1nc2ccc(Cl)cc2c(-c2ccccc2)c1CC(=O)O`?
Abeta rescue: -2%; EPAC1 antagonist: -1%; IL-2 act: -0.6; PI5P4K alpha inh: -5; EPAC1 agonist: 2%; PLK1 PBD inh: -3%; WRN inhibitor: -12%

What do the screens show for `O=C(CCCSc1nc(-c2ccco2)cc(C(F)(F)F)n1)Nc1ccc2c(c1)OCO2`?
Abeta rescue: 1%; EPAC1 antagonist: 3%; IL-2 act: -0.1; PI5P4K alpha inh: -4; FUS yeast rescue: 33%; EPAC1 agonist: -8%; PLK1 PBD inh: -2%; WRN inhibitor: -17%

What do the screens show for `CCn1cc(Cl)c(C(=O)Nc2nccs2)n1`?
Abeta rescue: 0%; EPAC1 antagonist: -4%; IL-2 act: -0.8; PI5P4K alpha inh: 1; FUS yeast rescue: 11%; EPAC1 agonist: -16%; PLK1 PBD inh: 4%; WRN inhibitor: 5%

How did COC(=O)Cn1c(=NC(=O)C2CC2)sc2c(C)cc(C)cc21 do in these assays?
Abeta rescue: -2%; EPAC1 antagonist: 10%; IL-2 act: -1.3; PI5P4K alpha inh: -6; FUS yeast rescue: -14%; EPAC1 agonist: -2%; PLK1 PBD inh: -12%; WRN inhibitor: 3%

What do the screens show for `N=c1c2c(-c3ccccc3)c(-c3ccccc3)n(Cc3ccco3)c2ncn1CCCn1ccnc1`?
Abeta rescue: 5%; EPAC1 antagonist: 3%; IL-2 act: 0.0; PI5P4K alpha inh: -7; EPAC1 agonist: -1%; PLK1 PBD inh: 8%; WRN inhibitor: 6%

What do the screens show for `CC(C)N(C(=O)[C@H]1CC(CC(=O)NCCN2CCOCC2)C(=O)N2CCc3c([nH]c4ccccc34)[C@]12C)C(C)C` (stereo partly specified)?
Abeta rescue: -9%; EPAC1 antagonist: 3%; IL-2 act: 0.7; PI5P4K alpha inh: -7; FUS yeast rescue: 3%; EPAC1 agonist: -9%; PLK1 PBD inh: -8%; WRN inhibitor: -10%

How did O=C(OCC(=O)N1CCOCC1)c1cc(-c2ccccc2)nc2ccccc12 do in these assays?
Abeta rescue: -17%; EPAC1 antagonist: -26%; IL-2 act: -0.5; PI5P4K alpha inh: 1; FUS yeast rescue: 31%; EPAC1 agonist: -11%; PLK1 PBD inh: -6%; WRN inhibitor: -3%

Results for CCOc1ccc(NC(=O)CN(C)C(=O)C2CCN(c3ncnc4sc(C)c(C)c34)CC2)cc1OCC ?
Abeta rescue: -17%; EPAC1 antagonist: -14%; IL-2 act: -5.0; PI5P4K alpha inh: 0; EPAC1 agonist: 3%; PLK1 PBD inh: -2%; WRN inhibitor: inconclusive

Results for O=C(c1ccco1)N1CCN(C(=O)C2c3ccccc3Oc3ccccc32)CC1 ?
Abeta rescue: 2%; EPAC1 antagonist: 3%; IL-2 act: -1.2; FUS yeast rescue: -13%; EPAC1 agonist: 3%; PLK1 PBD inh: -14%; WRN inhibitor: 7%

What do the screens show for `O=c1c2c(nc3n1CCCCC3)-c1ccccc1CC21CCCC1`?
Abeta rescue: -4%; EPAC1 antagonist: -13%; IL-2 act: -1.0; FUS yeast rescue: 42%; EPAC1 agonist: 18%; PLK1 PBD inh: -1%; WRN inhibitor: -8%

Results for CCOC(=O)c1c(C)[nH]c(C(=O)CSc2nccc(C)n2)c1C ?
Abeta rescue: 5%; EPAC1 antagonist: 9%; IL-2 act: -1.3; PI5P4K alpha inh: -1; FUS yeast rescue: 12%; EPAC1 agonist: 1%; PLK1 PBD inh: 1%; WRN inhibitor: 2%[57.1 µM]

Results for NC(=S)NN=C1CCCCC12CCCC2 ?
Abeta rescue: 11%; EPAC1 antagonist: -7%; IL-2 act: -0.3; PI5P4K alpha inh: 5; FUS yeast rescue: -11%; EPAC1 agonist: -4%; PLK1 PBD inh: -2%; WRN inhibitor: 7%

No enrichment for hits, and some 4.1% of all compounds hit somewhere here.
